TAAR1 antag: human TAAR1 antagonism; 1.5% of 360,000 active; Q96RJ0; AID 624466; inhibition, % at 3 µM; CHO RD-HGA16 TAAR1, Fluo-8 calcium fluorescence, antagonist;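 active = inhibition above a per-plate cutoff, the mean inhibition of test compounds on that plate plus 3 SD, cut at about 49% in these data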;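 also: 0% = DMSO plus EC80 beta-PEA response and 100% = DMSO alone without agonist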
Target sequence (Q96RJ0 whole entry, looked up): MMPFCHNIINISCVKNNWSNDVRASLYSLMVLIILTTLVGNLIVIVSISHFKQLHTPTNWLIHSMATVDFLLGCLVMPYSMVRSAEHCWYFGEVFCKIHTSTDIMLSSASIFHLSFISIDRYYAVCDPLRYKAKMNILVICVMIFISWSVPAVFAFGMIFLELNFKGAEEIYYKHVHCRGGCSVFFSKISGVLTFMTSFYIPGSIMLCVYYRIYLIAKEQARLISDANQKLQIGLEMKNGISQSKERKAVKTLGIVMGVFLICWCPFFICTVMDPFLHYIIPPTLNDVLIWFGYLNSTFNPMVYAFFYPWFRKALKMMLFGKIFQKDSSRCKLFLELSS
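Test system – hTAAR1-expressing CHO RD-HGA16 cells, Gα16-coupled · Reagent – β-PEA at EC80 concentration, post-compound challenge · Compound dosing – 3 µM, single point · Timing – 140 s kinetic read after compound, 140 s after agonist · Detection – Fluo-8 intracellular calcium dye fluorescence, real-time kinetic reads · Control set – DMSO and EC80 PEA controls · Repeats – n of 1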
CHO parental Ca: counter-screen for OX1R antagonists: effect in parental CHO cells; parental CHO-K1, ATP-induced calcium, Fluo-8 fluorescence; inhibition, % at 5.6 µM; 0.63% of 330,000 active; AID 463079;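 active = inhibition above that plate's mean sample inhibition plus 3 SD, cut at about 26% in these data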;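 also: 0% = ATP-challenged DMSO wells and 100% = DMSO wells without ATP; some compounds past the cut are filed as inactive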
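Assay system – parental CHO cells · Reagent – ATP stimulus · Detection – intracellular calcium via Fluo-8 no-wash fluorescent dye · Evaluation – percent inhibition of ATP-evoked calcium rise, normalized to controls · Controls – ATP wells versus no-ATP DMSO wells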
M1 PAM: potentiates human M1 receptor response to acetylcholine. 0.088% of 360,000 active. CHO-K1 hM1, Fluo-8 calcium fluorescence, ACh EC20; 0% = ACh EC20, 100% = maximal ACh. activation, % at 3 µM; in the data active = activation above about 19%, passing the limit was not always enough
Target sequence (P11229 whole entry, looked up): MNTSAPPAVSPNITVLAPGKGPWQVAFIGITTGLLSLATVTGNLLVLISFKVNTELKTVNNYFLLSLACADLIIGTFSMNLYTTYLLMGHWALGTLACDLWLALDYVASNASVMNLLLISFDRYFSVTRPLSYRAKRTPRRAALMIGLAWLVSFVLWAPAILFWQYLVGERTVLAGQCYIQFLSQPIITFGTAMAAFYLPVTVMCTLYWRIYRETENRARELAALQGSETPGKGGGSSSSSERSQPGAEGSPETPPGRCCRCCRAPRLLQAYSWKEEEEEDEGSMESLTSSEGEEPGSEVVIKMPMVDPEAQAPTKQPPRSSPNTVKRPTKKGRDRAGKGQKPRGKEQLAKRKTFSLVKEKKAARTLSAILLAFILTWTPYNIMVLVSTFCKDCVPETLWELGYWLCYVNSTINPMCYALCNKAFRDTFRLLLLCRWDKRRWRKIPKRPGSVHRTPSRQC
TAAR1 agonist: agonists of human TAAR1; Q96RJ0; CHO RD-HGA16 TAAR1, Fluo-8 calcium fluorescence; vehicle wells 0%, saturating PEA agonist 100%; activation, % at 3 µM; 0.99% of 360,000 active; AID 624467;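 active = activation above the mean activation of all test compounds in the run plus 3 SD, cut at about 38% in these data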
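Repeats: no replicates (n 1) | Material: CHO-derived RD-HGA16 cells with stable Gα16 and human TAAR1 | Technique: Kinetic Fluo-8 calcium fluorescence | Schedule: 17-24 h seeding, 75 min 37 °C dye, 30 min RT | Evaluation: % activation from peak over basal fluorescence ratio, DMSO-to-PEA scaled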
M1 ag parental: counter-screen for M1 agonists: effect in parental CHO-K1 cells; Fluo-8 calcium fluorescence; scaled to maximal ATP response, vehicle zero; AID 602248; 0.48% of 360,000 active; activation, % at 3 µM; in the data active = activation above about 15%;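 also: untransfected CHO-K1 host cells lacking M1 receptor as counterscreen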
CHO-K1 Ca antag: counter-screen for M1 antagonists: effect in parental CHO-K1 cells | ATP-induced calcium, Fluo-8 fluorescence | inhibition, % at 3 µM | 0.6% of 360,000 active;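 active = inhibition above a per-plate cutoff, the plate's mean sample inhibition plus 3 SD, cut at about 24% in these data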;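 also: 0% = DMSO plus EC80 ATP and 100% = DMSO alone without ATP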
M1 PAM parental: nonselective activator or artifact in parental CHO-K1 calcium assay; activation, % at 3 µM; ATP EC20, Fluo-8 calcium fluorescence; 0% at ATP EC20, 100% at ATP max; 0.02% of 360,000 active; AID 602247;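 active = activation above the run cutoff, the mean activation of all test compounds plus 3 SD, cut at about 40% in these data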;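 also: peak over basal fluorescence ratio in a 140 s read after ATP addition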
M1 antag: antagonists of human M1 muscarinic receptor | AID 588852 | 1.3% of 360,000 active | CHO-K1 hM1, Fluo-8 calcium fluorescence, ACh EC80 antagonist | P11229 | inhibition, % at 3 µM;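 active = percent inhibition above its own plate's cutoff, namely the mean of that plate's compound wells plus 3 SD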;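 also: peak over basal fluorescence ratio during 140 s after agonist addition; 0% = ACh EC80 plus DMSO and 100% = DMSO alone without agonist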
CHRM1 agonist: human M1 muscarinic receptor agonism | P11229 | activation, % at 3 µM | CHO-K1 hM1, Fluo-8 calcium fluorescence, agonist mode; 0% DMSO, 100% acetylcholine EC100 | 0.33% of 360,000 active | AID 588814;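 active = activation above the run's mean compound activation plus 3 SD, cut at about 16% in these data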;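 also: peak over basal fluorescence ratio within a 140 s kinetic read after compound addition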
* = called active by the depositor; / = not tested or not shown.

SMILES	TAAR1 antag	CHO parental Ca	M1 PAM	TAAR1 agonist	M1 ag parental	CHO-K1 Ca antag	M1 PAM parental	M1 antag	CHRM1 agonist
Cc1cccc(NC(=O)CCNS(=O)(=O)c2cc(Br)cnc2N)c1C	31	0	8	17	2.6	3	-11	1	2
CCC1CCCCN1C(=O)c1ccc([N+](=O)[O-])o1 (stereo not given)	-17	5	6	6	0.7	-9	1	1	-8
CSc1nnc2c(n1)OC(C)=Nc1ccccc1-2	-10	0	-5	10	-0.4	-21	-8	1	-8
Cc1cc(C=C2C(=O)c3ccccc3C2=O)c(C)n1-c1ccccc1	20	-11	-7	7	1.2	-5	8	6	-6
COc1cc(NC(=O)c2ccc3c(c2)OCO3)c2ncccc2c1	6	-12	6	7	0.4	-13	17	-10	-4
Cc1cccc(CC(C)NC(=O)CCc2nnc(CCCCc3ccccc3)o2)n1 (stereo not given)	0	-11	-3	2	3.7	0	17	-1	-7
COc1cc(NC(=S)NC(=O)C(C)C)ccc1NC(=O)c1cc2ccccc2o1	-6	-2	6	1	0.1	0	-8	-5	0
Cc1c(NS(=O)(=O)c2cccc(C(=O)NCc3ccc(Cl)cc3)c2)c(=O)n(-c2ccccc2)n1C	-10	-24	12	14	1.7	-7	17	-16	0
CC(C)(/C=N/O)N(O)C=C1C=CC(=O)C=C1	-17	-7	17	2	0.3	-10	0	-17	0
COc1cc(/C=N/NC(=O)CCC(=O)Nc2ccc(F)cc2)ccc1O	9	5	7	0	2.9	-15	-10	1	-1
CCN(CC)C(=O)COc1c(-c2ccco2)oc2ccccc2c1=O	-18	-10	15	2	1.2	-6	20	-23	0
Cc1ccc2nc(NNC(=O)c3ccc(S(=O)(=O)N4CCc5ccccc5C4)cc3)sc2c1	26	-11	13	4	2.3	7	15	-24	6
O=c1c(Cl)c(Cl)cnn1Cc1nnc(-c2ccc(Cl)cc2)o1	5	/	0	4	-1.2	-10	-7	5	-9
O=C(O)CN1C(c2ccccc2O)Nc2ccc(Br)cc2C1c1ccccc1 (stereo not given)	1	/	-8	-1	-0.3	0	1	6	-3
Cc1nn(-c2ccc(Cl)cc2)c2sc(C(=O)c3c(N)n(C)c(=O)n(C)c3=O)cc12	17	-10	4	2	0.2	11	-2	1	-3
Cc1ccc(C(=O)N/C(=C/c2ccco2)C(=O)N2CCCCCC2)cc1	4	1	-1	2	0.3	-9	-12	5	-5
Cc1cc(OCCCn2cnc3ccccc3c2=O)ccc1[N+](=O)[O-]	-9	-11	-5	1	5.5	9	3	5	-4
O=C(CCCSc1nnnn1-c1cccc2ccccc12)c1ccc(F)cc1	34	11	-4	8	1.6	2	10	2	-2
CCc1cc(=O)oc2cc(C)cc(OC(C)C(=O)NCc3ccccn3)c12 (stereo not given)	-5	-15	16	1	1.4	-14	6	-15	-2
CN(Cc1c(C(=O)N/N=C/c2cccc(Cl)c2)nnn1-c1nonc1N)c1ccccc1	20	-5	5	-2	3.0	-14	13	-8	-3
O=C(CCSCCC(=O)NCc1ccc(F)cc1)NCc1ccc(F)cc1	1	-9	3	1	0.1	0	-12	-3	-4
C#CCN(C[C@@H]1[C@@H](OC(=O)Nc2cccs2)[C@@H](OC(=O)Nc2cccs2)Cn2c(=O)ccc(=O)n21)S(=O)(=O)c1ccc(C)cc1	7	/	4	4	0.4	1	17	-10	-1
CSc1nc(NC(C)=O)nc(C)c1Cl	5	/	10	1	0.2	-12	21	-11	-5
O=C(COC(=O)c1cc(=O)c2ccccc2o1)NCc1ccc(Cl)cc1	-27	/	0	3	0.0	10	-11	4	-3
COc1ccc(CCNC(=O)c2ccc(N(C)S(=O)(=O)c3ccc(C)cc3)cc2)cc1	6	2	-1	6	4.2	-20	14	11	-2
COCc1nc2ccccc2n1Cc1cccc(C)c1	22	-6	-4	12	0.5	-9	16	-5	-4
CCOCCCNC(=O)c1cc2c(=O)n(CC)c3ccccc3c2s1	23	-11	5	2	3.6	-13	-6	-11	-7
Cc1ccc(CN2CCN(Cc3cnc(C)s3)CC2CCO)cc1 (stereo not given)	8	-8	2	2	-0.2	1	-6	1	-12
COc1ccc(NC(=O)CC(C)CC(=O)NCc2ccccc2)c(OC)c1 (stereo not given)	-6	-10	2	2	0.6	14	-9	14	-3
C[C@@H]1CN([C@H](C)CO)C(=O)CCCn2nncc2CO[C@@H]1CN(C)C(=O)C1CCCCC1	1	/	8	1	0.2	-15	15	-12	-2
COc1cc(C(=O)NCc2ccc(-c3nc4ccccc4s3)cc2)cc(OC)c1OC	-25	-7	4	2	2.0	-10	16	-14	-7
O=C(NC(=S)Nc1ccc(S(=O)(=O)Nc2ncccn2)cc1)c1cccc(Br)c1	-13	-8	-11	3	5.0	-3	14	11	-9
COc1cccc(OC)c1OCC(C)CNCC1CCCO1 (stereo not given)	-6	-8	5	5	0.7	-11	-1	-13	-4
CCCCc1cc(=O)oc2c3c(cc(OCC(=O)N4CCC[C@H]4C(=O)O)c12)OC(C)(C)CC3	7	-10	5	1	0.1	-12	18	-10	-3
O=C(O)c1cc(S(=O)(=O)Nc2ccc3cn[nH]c3c2)ccc1Br	-13	-8	11	2	-0.4	7	-22	-7	-1
COc1cccc2c1C(=O)CC1C2CCC2CC(=O)CCC21C (stereo not given)	-16	-14	7	4	0.5	-4	10	-12	-6
Cn1c(=O)[nH]c(=O)c2c1nc(NN)n2CCOc1ccccc1	-23	-7	10	12	1.0	-22	19	-18	-3
CCN1CCN(CCCNC(=O)CCC(=O)N2CCOc3ccc(Cl)cc32)CC1	-15	1	8	1	-0.2	-15	16	-11	-8
Cc1cc(C)c(OCC(=O)Nc2ccccn2)c([N+](=O)[O-])c1	-2	-17	-3	2	9.3	7	-6	6	-7
O=C(Nc1cc(S(=O)(=O)Nc2ccc(Cl)cc2)ccc1O)c1ccc(S(=O)(=O)N2CCCCCC2)cc1	-22	1	11	2	0.8	-9	16	-4	-2
CCOc1ccc(C(CC(=O)O)NC(=O)c2sc3ccccc3c2Cl)cc1 (stereo not given)	-3	-12	7	7	0.2	1	7	-2	-6
O=C(CNC(=O)c1cccc(F)c1)N/N=C/c1ccc([N+](=O)[O-])s1	-31	-5	-1	3	0.2	4	-5	6	-7
Cn1nc(-c2ccc(Cl)cc2)c2cc(C(=O)N3CCN(C(=O)c4ccco4)CC3)sc21	-12	-6	5	0	0.0	-1	3	-14	-1
O=C(CSc1ccc2nnc(-c3ccc(Cl)cc3)n2n1)N1CCCC1	3	-2	16	0	0.2	9	8	-15	1
COC(=O)[C@]1(Cc2ccccc2)N[C@H](CN(C)C(=O)c2ccc(C)cc2)[C@@H]2C(=O)N(C)C(=O)[C@@H]21	3	-13	6	4	1.6	-19	15	-7	-5
COc1ccc(CNC(=O)c2nnn(Cc3ccc(OC)cc3)c2N)cc1	11	-10	9	8	2.8	9	1	-16	8
COc1ccc(NC(=O)CN2CCN(CC(=O)Nc3ccc(OC)c(OC)c3)CC2)cc1	-6	4	-1	-1	0.0	1	4	-26	0
NC(=O)C1CCN(c2nc(-c3cc4ccccc4o3)cs2)CC1	-12	-18	6	4	3.8	-4	3	2	-5
Cc1ccc(-n2ncc(C(=O)N3CCc4ccccc4C3)c2NC(=O)c2ccco2)cc1C	16	-21	2	15	2.1	-23	20	-11	-10
Cc1ccc(-c2nc3cccnc3o2)cc1NC(=O)COc1ccc(C(C)(C)C)cc1	69*	40*	-17	17	7.5	10	13	44	3
CC(C)c1nnc(NC(=O)C2CCCO2)s1 (stereo not given)	17	-21	6	1	0.7	-17	20	0	-15
CNc1nnc(-c2ccc(OC)cc2)s1	8	-1	6	9	-0.4	-13	19	-10	-2
CC(C)Sc1nnc(CNC(=O)C23CC4CC(CC(C4)C2)C3)n1Cc1ccccc1	-5	-27	7	2	0.2	-4	15	-9	-6
CSc1ccccc1NC(=O)c1ccccc1N(C)S(C)(=O)=O	2	-2	6	4	0.6	-5	15	-8	-6
O=C1NC[C@@H](CCCCN2C[C@H](Cc3ccccc3)N(Cc3ccccc3)C(=O)C2=O)N(Cc2ccccc2)C1=O	-14	/	/	2	0.5	-21	10	/	/
CCCN1C2CCCC1CC(NC(=O)C1CCCCC1)C2 (stereo not given)	-23	-11	-10	12	0.2	7	7	19	-5
CC(Oc1ccc2ccc(=O)oc2c1)C(=O)NC(Cc1c[nH]c2ccc(O)cc12)C(=O)O (stereo not given)	-28	-4	4	1	0.3	-2	8	-10	-1
Cc1cccc(N2C(=O)C3C4C=CC(C4)C3C2=O)c1 (stereo not given)	-9	-4	5	10	0.6	1	15	-1	-4
Cc1ccc(-c2cccc(C3CC=CC4C3C(=O)N(Cc3ccccc3)C4c3ccc4ccccc4c3)c2)cc1 (stereo not given)	11	-9	10	5	-0.3	4	-10	-3	0
COCCCNC(=S)NCCCNc1nc2cc(C)cc(C)c2cc1C#N	-2	-25	10	13	2.0	-14	20	-13	-6

Random excerpt: 4 entries already listed, in no set order.
SMILES	TAAR1 antag	CHO parental Ca	M1 PAM	TAAR1 agonist	M1 ag parental	CHO-K1 Ca antag	M1 PAM parental	M1 antag	CHRM1 agonist
Cn1nc(-c2ccc(Cl)cc2)c2cc(C(=O)N3CCN(C(=O)c4ccco4)CC3)sc21	-12	-6	5	0	0.0	-1	3	-14	-1
CC(C)c1nnc(NC(=O)C2CCCO2)s1 (stereo not given)	17	-21	6	1	0.7	-17	20	0	-15
CC(Oc1ccc2ccc(=O)oc2c1)C(=O)NC(Cc1c[nH]c2ccc(O)cc12)C(=O)O (stereo not given)	-28	-4	4	1	0.3	-2	8	-10	-1
Cc1ccc(-c2nc3cccnc3o2)cc1NC(=O)COc1ccc(C(C)(C)C)cc1	69*	40*	-17	17	7.5	10	13	44	3

Additional records follow:
SMILES	TAAR1 antag	CHO parental Ca	M1 PAM	TAAR1 agonist	M1 ag parental	CHO-K1 Ca antag	M1 PAM parental	M1 antag	CHRM1 agonist
CCOC(=O)C1C(=O)NC(SCC(N)=O)=C(C#N)C1c1ccccc1OCC (stereo not given)	26	-2	-6	19	6.0	-1	6	5	0
COc1cccc2cc(C(C)OC(=O)Nc3ccc(C)cc3)oc12 (stereo not given)	-5	-9	0	1	-0.3	-5	-5	-2	-6
CC1(CC(=O)N/N=C/c2ccc(OCc3ccc(Cl)cc3Cl)cc2)OCCCO1	-17	-11	0	6	-0.3	12	-6	-1	-2
N#CC1=C(N)Oc2n[nH]c(-c3cccs3)c2C1c1ccoc1 (stereo not given)	0	-6	9	3	-0.1	-3	14	-2	1
Cc1ccc(C(=O)Nc2ccccc2N2CCCC2)s1	-16	-23	3	1	-0.1	-6	1	-1	-8
COc1cccc(CN2C(=O)c3cccc(N)c3C2=O)c1	7	-20	4	2	0.7	3	13	-11	2
Cc1cc(C(=O)NC2CCCc3c2cnn3-c2ccc(C(C)(C)C)cc2)n[nH]1 (stereo not given)	-9	22	2	3	8.5	-2	-2	5	1

Screening data as filed in PubChem.
